TEAD-YAP inh = TEAD-YAP interaction inhibition. 1.4% of 640,000 active. inhibition, % at 9.12 µM. HEK-TIYL cells, TEAD-Gal4/YAP UAS-luciferase luminescence; in the data active means inhibition above about 32%;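 further: 0% = median of test compound wells and 100% = reference inhibitor wells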
FBW7 activator = activators of human E3 ligase FBW7. AlphaScreen FBW7–phospho-cyclin E peptide binding, activator screen. normalized activity (activation), % at 26.1 µM. 0.13% of 650,000 active; in the data active means normalized activity above about 1.9%;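 further: purified mutant Fbw7 with reduced substrate affinity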
MITF primary = blocks human microphthalmia-associated transcription factor; O75030; AlphaScreen MITF homodimerization, bead proximity signal; inhibition, % at 2.6 µM; 0.91% of 650,000 active; AID 1259374; in the data active means inhibition above about 50%;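 further: 0% = vehicle wells with protein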
Target sequence (O75030 whole entry, looked up): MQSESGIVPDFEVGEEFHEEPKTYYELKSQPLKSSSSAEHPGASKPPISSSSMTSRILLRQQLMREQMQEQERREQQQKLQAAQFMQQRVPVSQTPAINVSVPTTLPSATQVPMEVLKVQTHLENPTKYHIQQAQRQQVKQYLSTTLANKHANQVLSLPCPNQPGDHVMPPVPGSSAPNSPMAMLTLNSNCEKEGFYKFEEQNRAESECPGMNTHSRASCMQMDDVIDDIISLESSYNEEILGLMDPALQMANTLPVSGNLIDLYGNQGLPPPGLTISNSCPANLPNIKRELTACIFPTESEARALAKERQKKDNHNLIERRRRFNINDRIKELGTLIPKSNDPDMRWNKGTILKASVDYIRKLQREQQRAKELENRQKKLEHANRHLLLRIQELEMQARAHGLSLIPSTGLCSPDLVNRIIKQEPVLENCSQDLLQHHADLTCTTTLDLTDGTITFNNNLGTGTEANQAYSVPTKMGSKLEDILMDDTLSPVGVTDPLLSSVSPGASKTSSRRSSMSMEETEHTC
GPR151 activ = human GPR151 activation | AID 1508602 | PathHunter beta-arrestin GPR151 cells, luminescence | 1% of 650,000 active | activation, % at 11.2 µM; in the data active means activation above about 4.9%;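 further: 0% = median of compound wells and 100% = cells with positive control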
Target sequence (Q8TDV0 whole entry, looked up): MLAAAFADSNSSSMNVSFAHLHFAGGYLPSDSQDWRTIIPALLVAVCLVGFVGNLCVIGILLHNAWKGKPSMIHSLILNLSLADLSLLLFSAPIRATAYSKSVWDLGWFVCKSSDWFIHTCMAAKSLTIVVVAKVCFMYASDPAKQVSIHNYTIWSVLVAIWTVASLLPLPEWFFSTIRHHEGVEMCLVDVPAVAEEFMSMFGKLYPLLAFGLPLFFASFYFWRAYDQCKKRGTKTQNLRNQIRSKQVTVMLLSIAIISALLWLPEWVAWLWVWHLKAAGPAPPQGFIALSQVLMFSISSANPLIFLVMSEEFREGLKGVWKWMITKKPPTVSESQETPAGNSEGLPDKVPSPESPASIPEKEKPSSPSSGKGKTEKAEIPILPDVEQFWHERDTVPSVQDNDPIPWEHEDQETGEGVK
* = called active by the depositor. This is a random part of the collection (roughly 3.4% active in at least one column).

SMILES	TEAD-YAP inh	FBW7 activator	MITF primary	GPR151 activ
O=[N+]([O-])c1ccc(C(O)CNc2nncs2)cc1 (centres undefined)	3	-0.1	0	-0.5
CCOc1ccc(-n2c(=S)sc3c(=O)[nH]c(SCc4csc5ccc(Cl)cc45)nc32)cc1	9	0.1	-1	1.3
CCCCOc1ccc(C(=O)Nc2nc3ccc(Cl)cc3s2)cc1	-13	0.1	-12	-1.2
COCc1cc(=O)[nH]c(/N=C(/NC(=O)c2ccccc2)Nc2ccccc2C)n1	16	0.1	4	-0.1
CC1(C)CC(=O)C2=C(C1)OC(N)=C(C#N)C2c1cccnc1 (centres undefined)	-4	0.1	2	1.6
Cc1ccc2c(c1)-c1c(cnn1CC(=O)N1CCC(C)CC1)CO2	6	-0.1	0	-0.5
O=C(CSc1nc2[nH]ncc2c(=O)n1-c1ccccc1)NC1CCCCC1	-1	0.0	1	-1.1
CN(C)c1ccc(C(=O)NNC2=CC(=O)CC(C)(C)C2)cc1	6	0.6	5	-0.3
CC1(C)CC(=O)C(C=Nc2ccc(Cl)c(S(=O)(=O)N3CCCCC3)c2)=C(O)C1	2	0.3	31	1.1
CCn1c(COc2ccccc2C)nnc1SCC(=O)N1CCOCC1	1	0.8	3	1.6
COc1cc(C)c(NC(=O)Cc2ccc(F)cc2)cc1C(C)C	10	0.2	15	0.0
COCCn1c(CCC(=O)NCCc2ccc(OC)c(OC)c2)nc2cccnc21	3	0.0	7	0.1
CCOC(=O)Cn1nnnc1CN1CCN(c2cccc(C(F)(F)F)c2)CC1	-13	0.0	2	2.1
CCCCN(C)CCNC(=O)CCCn1c(=S)[nH]c2cc3c(cc2c1=O)OCO3	7	0.2	22	-1.2
CC(=O)Oc1ccccc1-c1nc2s/c(=C/c3ccc(Cl)cc3)c(=O)n2n1	2	-0.1	4	-1.1
O=C(CN1C(=O)c2cccc3cccc(c23)C1=O)N1CCN(CCN2C(=O)C3C4C=CC(C4)C3C2=O)CC1 (centres undefined)	3	0.0	-15	-1.9
CC(C)(C)c1cc(Sc2nnc(-c3ccc(Cl)cc3)c3ccccc23)cc(C(C)(C)C)c1O	-4	-0.1	-6	-0.1
N#CC1(Nc2cccc(Br)c2)C(=O)Nc2ccccc21 (centres undefined)	-2	-0.2	2	0.7
O=C(CCCn1c(=O)oc2ccccc21)Oc1ccc2c(c1)OCO2	-6	-0.1	-4	1.2
Cc1cc(CNc2nc3nonc3nc2N2CCCC2)nn1C	1	0.0	5	3.5
O=C(Cn1cncn1)c1ccc(F)c(F)c1	10	0.1	6	-0.4
Cn1c(=O)c2c(ncn2CC#N)n(C)c1=O	9	0.0	5	-1.7
COc1cc(N=c2oc3c(C)ncc(CO)c3cc2C(N)=O)cc(OC)c1OC	-3	-0.1	8	0.5
COc1cc(-c2nc(-c3ccccc3)c(-c3ccccc3)[nH]2)cc(OC)c1OCC(=O)Nc1ccc(OC(F)(F)F)cc1	18	0.7	13	-1.2
COc1cccc(OC)c1/C(O)=C(\C#N)c1nc2ccccc2s1	-7	-0.1	-10	-1.2
CCN(CC)c1ccc(C(Nc2ccccc2)P(=O)(OC)OC)cc1 (centres undefined)	11	-0.5	0	0.0
Cc1nc2cc(NC(=O)C3CC34CCN(C3CCSC3)CC4)ccc2s1 (centres undefined)	2	-0.1	-5	0.1
CCCCCn1c(SCC(=O)NCCc2ccccc2)nc2cc(C(=O)N3CCC(C(N)=O)CC3)ccc2c1=O	2	0.1	-1	-0.1
CCOC(=O)C1=C(C)NC(C(=O)NCc2cccc(OC)c2)CS1 (centres undefined)	5	0.2	10	0.5
O=C1CC(c2ccccc2)CC2=C1C(c1ccc(Cl)cc1Cl)Nc1ccccc1N2 (centres undefined)	1	0.5	-9	2.0
CC1CC(C)CN(CCCNC(=O)c2cn(-c3ccc(Cl)cc3)c(=O)c3ccccc23)C1 (centres undefined)	-4	0.1	-11	-1.1
COc1ccccc1CNC(=O)CCc1nc2cccnc2n1Cc1cccs1	-2	-0.1	4	-1.1
CCn1c2cc(C)sc2c2cnn(CC(=O)NC3CC3)c(=O)c21	5	-0.1	5	-0.1
Cc1ccc(OCc2nnc(NC(=O)OCC(C)C)s2)c(C)c1	-2	0.1	10	0.4
CC(OC(=O)Cn1c(C(F)(F)F)nc2ccccc21)C(N)=O (centres undefined)	7	0.1	-5	-0.2
c1ccc2cc(-c3cnnc(NCCN4CCCCC4)n3)ccc2c1	-6	-0.1	-3	-0.5
Cc1ccc2nc(Cl)c3cc(C(=O)N4CCC(C(N)=O)CC4)sc3c2c1	-21	0.2	2	1.9
O=C(NC1CCCC1)C1CCN(Cc2ccc(Cl)cc2)CC1	12	-0.4	44	-1.1
O=C(Nc1ccc2c(c1)OCO2)C1CCCN1C(=O)Nc1ccccc1F (centres undefined)	12	-0.1	1	0.1
Cc1cccc(C)c1N(CC(=O)Nc1c(C)n(C)n(-c2ccccc2)c1=O)S(C)(=O)=O	-13	-0.1	-4	0.1
Cc1ccccc1Cn1c(C)c(CNCC(C)c2ccccc2)c(C(=O)O)c1C (centres undefined)	4	0.0	12	-0.4
O=C(N/N=C/c1ccncc1)c1ccn(Cc2ccc(Cl)cc2Cl)n1	5	0.9	-11	-1.9
Cc1ccc(C)c(S(=O)(=O)N(CC(N)=O)Cc2ccco2)c1	2	-0.1	-13	1.2
O=C1N[C@H](CO)C(=O)N2C[C@@H](NCc3ccsc3)C[C@@H]12	-30	0.4	-15	-0.1
OCC1CCCCN1c1ncnc2scc(-c3ccc(Cl)cc3)c12 (centres undefined)	-9	-0.1	-10	0.7
Cc1ccc2c(c1)N(CC(=O)OCC(=O)NC1CCCC1)C(=O)CO2	3	0.5	8	-0.6
CCOC(=O)Cn1cnc(=O)c(C#N)c1C	-1	-0.2	-12	-0.3
Cc1nn(CC(=O)Nc2ccc(O)cc2)c(=O)c2ccccc12	4	-0.2	-9	0.7
N/C(Cc1cccc2ccccc12)=N\OC(=O)c1ccc([N+](=O)[O-])cc1	3	-0.3	15	1.4
O=C(CN1C(=O)c2ccccc2C1=O)Nc1cscc1S(=O)(=O)c1ccccc1	-3	0.1	15	0.3
CCOC(=O)C1CCC(CN(Cc2ccccc2C)S(=O)(=O)c2cccc(Cl)c2)CC1 (centres undefined)	-5	0.4	7	1.7
O=C(Nc1nc(-c2ccccc2)cs1)c1cc2cc(Br)ccc2oc1=O	-9	0.1	-10	0.8
Cc1ccc(N2C(=O)/C(=C/c3ccc(Cl)cc3)C=C2c2ccccc2)c(C)c1	-6	0.3	22	1.5
CC(C)[C@@H](Cn1nc(-c2cccs2)ccc1=O)NC(=O)CCn1ncc2ccccc21	8	0.1	-2	0.0
O=C(NCc1ccc(Cl)cc1)C(=O)NCC(c1ccco1)S(=O)(=O)c1ccccc1 (centres undefined)	5	0.1	4	0.9
O=C(NCCc1ccccc1)c1ccc(C(=O)c2ccccc2)o1	-31	0.1	5	-1.3
COc1cccc(NC(=O)CCC2CCN(C(=O)CCc3c[nH]c4ccccc34)CC2)c1	10	0.2	7	-1.2
O=C1NC(=O)C(Cc2ccccc2)(C2CCN(C(=O)C3=CCCC3)CC2)N1 (centres undefined)	0	-0.1	1	0.7
CC(=O)C1=C(C)OC(=O)C1(NC(=O)c1ccccc1)C(F)(F)F (centres undefined)	-9	-0.2	-6	1.1
CCOc1ccc(C2C(C(=O)Nc3ccc(Cl)cc3)=C(C)Nc3ncnn32)cc1OC (centres undefined)	-4	0.0	9	0.8
Remaining list, next part:
SMILES	TEAD-YAP inh	FBW7 activator	MITF primary	GPR151 activ
CCOC(=O)c1ccc(NC(=O)CCC(=O)Nc2ccc(C(=O)OCC)cc2)cc1	0	0.4	11	0.6
COC(=O)[C@@H]1CCCN1C(=O)CC1(c2ccccc2C)CC(=O)N(CCN(C)C)C1=O (some centres undefined)	-7	0.0	6	-0.4
CCOc1ccc2nc(SCC(=O)Nc3ccc(OC)cc3OC)sc2c1	-3	0.0	13	-0.3
CC(=O)c1ccc(N2CCN(C(=O)c3cc4c(s3)CCCC4)CC2)cc1	-6	-0.2	9	0.4
Cc1nc2c(C(=O)NCc3ccccn3)cnn2c(C)c1Cc1ccccc1Cl	-3	-0.5	-7	1.4
CCOc1ccc(C(=O)C2CCN(CC(=O)Nc3cc([N+](=O)[O-])ccc3C)CC2)cc1	8	0.0	8	2.0
Cc1ccccc1C(=O)Nc1nnc(S(=O)(=O)N2CCc3ccccc32)s1	-8	0.0	-15	0.2
O=C(NCCN1CCOCC1)c1cc(-c2ccc(F)cc2)nc2ccc(Br)cc12	6	0.1	-17	1.3
CS(=O)(=O)N1CCc2nc(-c3cccnc3)nc(N3CCOCC3)c2C1	-5	0.0	9	4.6
c1cncc(-c2nc3c(c(N4CCCCC4)n2)CNCC3)c1	-5	-0.1	5	0.4
N#Cc1cc(-c2ccncc2)ccc1NC(=O)C1COc2ccccc2O1 (centres undefined)	-2	-0.2	24	2.1
Cc1ccccc1-n1ncc(C(C)NC(=O)c2cscn2)c1C (centres undefined)	-16	-0.1	19	-0.3
O=C1CCC(C(=O)OCCOc2cccc(Br)c2)=NN1	6	0.0	-12	1.3
O=C(CCc1n[nH]c(=O)[nH]c1=O)N/N=C/c1ccccc1[N+](=O)[O-]	-2	0.9	18	-0.3
Cc1cnc(C)c(N2CCN(c3nc4nonc4nc3N(C)C)CC2)n1	6	0.1	9	0.2

Profiles as entered above:
Profile of CCOC(=O)C1=C(C)NC(C(=O)NCc2cccc(OC)c2)CS1 (centres undefined) → TEAD-YAP inh = 5; FBW7 activator = 0.2; MITF primary = 10; GPR151 activ = 0.5
Profile of O=C(CN1C(=O)c2ccccc2C1=O)Nc1cscc1S(=O)(=O)c1ccccc1 → TEAD-YAP inh = -3; FBW7 activator = 0.1; MITF primary = 15; GPR151 activ = 0.3

Further compounds follow:
SMILES	TEAD-YAP inh	FBW7 activator	MITF primary	GPR151 activ
CCN(CC)c1cc(Nc2ccc(Br)cc2Br)c([N+](=O)[O-])c2nonc12	-8	-0.1	-2	-1.3
O=C(CCCCC(=O)n1cnc2ccccc21)n1cnc2ccccc21	6	0.1	-19	0.3
CCCC(=O)N(CC(=O)Nc1sc(C)c(C)c1C(N)=O)Cc1ccc(F)cc1	4	-0.1	1	0.6
S=C(Nc1ccc(Cl)cc1Cl)Nn1cnnc1	-3	0.1	-6	1.6
Cn1c2ccccc2c2c(C(=O)NCc3cccnc3)cn(C3CCCCC3)c(=O)c21	4	0.4	6	1.8
COC(=O)c1cccc(NC(=O)CN2C(=O)C3CCCCC3C2=O)c1 (centres undefined)	3	0.1	9	1.0
O=C(NCCN1CCN(c2ccccc2)CC1)Nc1ccc(Br)cc1F	-7	0.1	-6	-1.3
O=C(Nc1ccc(-c2ccc(N3CCOCC3)nn2)cc1)c1ccc(Cl)cc1	3	0.0	-5	0.4
O=S(=O)(c1cccc(S(=O)(=O)N2CCOCC2)c1)c1ccc(Cl)c(Cl)c1	5	0.0	10	5.5*
CC12CCC(C(=O)Nc3ccc(I)cc3)(CC1=O)C2(C)C (centres undefined)	4	0.0	-1	-0.7
O=C(CSc1ncnc2ccccc12)N1CCc2ccccc21	4	0.1	10	0.4
CC1CC(Nc2ccccc2)c2ccccc2N1C(=O)c1sc2ccccc2c1Cl (centres undefined)	-18	0.1	6	-1.2
Cc1nnc2n1N=C(c1ccc(F)cc1)CS2	-3	-0.1	-1	-0.3
Cc1cccc(-c2noc(C3CC(=O)N(c4ccc(F)cc4)C3)n2)c1 (centres undefined)	5	0.8	7	1.3
CC(=O)Nc1ccc(NC(=O)Cc2cn(-c3ccc(N4CCc5ccccc5C4)nn3)c3ccccc23)cc1	-33	-0.1	-6	-0.4
CSc1nc2ccc(NC(=O)C3CC(=O)N(Cc4ccccc4)C3)cc2s1 (centres undefined)	5	0.5	4	1.6
NC(=O)C1CCN(CCC(=O)Nc2ccccc2Cl)CC1	3	-0.1	7	-0.5
O=C(NCC1CCC2(CCN(Cc3cccnc3)CC2)O1)c1ccccc1 (centres undefined)	9	0.0	2	0.4
CN1CCC(OC(=O)C2CCN(S(=O)(=O)c3cccc4nsnc34)CC2)CC1	1	0.0	2	0.5
CCOC(=O)C1CCc2sc(NC(=O)Cn3ccc4ccccc43)nc21 (centres undefined)	-1	-0.2	3	3.1
CCOc1ccc(C(=O)Oc2coc(CSc3nncn3C)cc2=O)cc1	-6	-0.3	-10	1.9
Cc1ccc(CS(=O)(=O)CCC(=O)NCCN2CCCC2)cc1	-4	0.1	-6	-0.1
COC(=O)c1cc2occc2n1CC(=O)N(C)C1CCCCC1	-6	0.9	18	0.2
O=C(Cc1ccccc1)NC(NC(=O)Cc1ccccc1)c1ccc(OCc2ccccc2)cc1	-3	-0.4	-8	-0.2

2 consecutive records out of the list so far, quoted:
SMILES	TEAD-YAP inh	FBW7 activator	MITF primary	GPR151 activ
COC(=O)c1cc2occc2n1CC(=O)N(C)C1CCCCC1	-6	0.9	18	0.2
O=C(Cc1ccccc1)NC(NC(=O)Cc1ccccc1)c1ccc(OCc2ccccc2)cc1	-3	-0.4	-8	-0.2

Random excerpt: seven entries already listed.
SMILES	TEAD-YAP inh	FBW7 activator	MITF primary	GPR151 activ
NC(=O)C1CCN(CCC(=O)Nc2ccccc2Cl)CC1	3	-0.1	7	-0.5
O=C(Cc1ccccc1)NC(NC(=O)Cc1ccccc1)c1ccc(OCc2ccccc2)cc1	-3	-0.4	-8	-0.2
Cc1ccc(CS(=O)(=O)CCC(=O)NCCN2CCCC2)cc1	-4	0.1	-6	-0.1
CN1CCC(OC(=O)C2CCN(S(=O)(=O)c3cccc4nsnc34)CC2)CC1	1	0.0	2	0.5
COC(=O)c1cc2occc2n1CC(=O)N(C)C1CCCCC1	-6	0.9	18	0.2
CCOc1ccc(C(=O)Oc2coc(CSc3nncn3C)cc2=O)cc1	-6	-0.3	-10	1.9
CSc1nc2ccc(NC(=O)C3CC(=O)N(Cc4ccccc4)C3)cc2s1 (centres undefined)	5	0.5	4	1.6

Compound activity from PubChem.
